Source: PubChem (several laboratories)
H9c2 protect: cardioprotection against H2O2-induced cell death, primary screen, uHTS, H9c2 cells, ATPLite luminescence. AID 588492, 2011. protection from H2O2 cell death, % at 20 µM. actives 0.63% (n = 360,000). H9c2 cardiomyocytes, H2O2 injury protection, 2 h;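 active means compounds giving at least 50% protection of heart cells from peroxide-induced death in the single-dose screen, raw or plate-pattern-corrected value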;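 further: 0% = DMSO wells with peroxide and 100% = DMSO wells without peroxide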
MC4R antag cAMP: MC4R antagonists of cAMP signaling, primary screen, cell-based, TR-FRET, antagonist arm of biased-ligand search; inhibition, % at 6.5 µM; actives 0.48% (n = 360,000); MC4R-expressing cells, MTII-stimulated cAMP, LANCE TR-FRET; AID 540295, 2011; Melanocortin receptor 4 (Homo sapiens), P32245;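 active means inhibition above its plate's cutoff, the mean of tested wells on that plate plus 3 SD, cut at about 29% in these data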;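 further: 0% = Melanotan II alone and 100% = Melanotan II plus saturating MCL0020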
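material = U2OS cells stably expressing human melanocortin 4 receptor (MC4R) | also added = Melanotan II challenge | dosing = single nominal compound dose of 6.5 µM | detection = TR-FRET with Eu-cAMP and labeled anti-cAMP, 671 nm | replication = singlicate | timing = compound 30 min, challenge 1 h, detection 1 h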
aDG glyco act: activators of alpha-DG glycosylation, primary screen, uHTS, Pro5-aDG cells, AlphaScreen; AID 624168, 2012; activation, % at 10 µM; actives 0.22% (n = 360,000); alpha-DG glycosylation AlphaScreen (IIH6); 0% Pro5, 100% B10-LARGE cell signal;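 active means activation of at least 8% versus controls, or a plate z-score of at least 8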;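 further: Pro5 are CHO cells carrying HIG-tagged alpha-DG that lacks glycosylation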
PDI inh: inhibitors of human PDI, primary screen, biochemical, turbidity, single point, plate reader; Protein disulfide-isomerase (Homo sapiens), P07237; PDI insulin aggregation turbidity, A650, 90 min; inhibition, % at 10 µM; actives 0.052% (n = 350,000); AID 588391, 2011;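 active means mean inhibition across replicates of 30% or more, whatever share of single replicates reach that level; inconclusive means mean inhibition below 30% while every single replicate reaches 30%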;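 further: absorbance from insulin aggregation driven by PDI reduction with DTT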
Vif imaging: HIV Vif self-association inhibitors, primary screen, imaging, HEK293T, single point; inhibition, % at 7.49 µM; HEK293T cells, Vif self-association by quenched fluorescence, 24 h; actives 0.35% (n = 340,000); in the data active means inhibition above about 50%, passing the limit was not always enough; inconclusive means no clear call, values can overlap the other calls; inactive means below about 31%; further: some results filed as inactive read as strong as hits
CaV13 FRET inh: Primary screen for inhibitors of IQ motif and Ca2+-dependent inactivation inhibitor domain binding in CACNA1D, Förster resonance energy transfer in living cells, …; inhibition, % at 12.3 µM; AID 743397; HEK cells, CFP/YFP FRET ICDI-IQ, plate reader, 10 min; percent FRET-ratio fall versus neutral wells; actives 0.098% (n = 340,000);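 active means mean replicate inhibition of at least 30% and at least 1% of replicates passing that level; inconclusive means only one of the two criteria is met; inactive means neither criterion is met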;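 further: 0% = median of the neutral control wells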
ABCB6 inh MLPCN: ABCB6 transporter inhibitors, primary screen, K562-ABCB6 cells, flow cytometry, MLPCN library | ATP-binding cassette sub-family B member 6 (Homo sapiens), Q9NP58 | K562-ABCB6 porphyrin accumulation, 1 h; hits give low values | fluorescence ratio to DMSO, % at 10 µM | actives 0.19% (n = 360,000) | AID 602162, 2011;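 active means fluorescence ratio to DMSO below 75%, the collection mean minus 3 SD; inconclusive means too few cells collected in the well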;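 further: signal is porphyrin accumulated inside mitochondria; 100% equals median channel fluorescence of DMSO control wells; lower ratio means ABCB6 inhibition with less porphyrin fluorescence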
Target sequence (Q9NP58 whole entry, looked up): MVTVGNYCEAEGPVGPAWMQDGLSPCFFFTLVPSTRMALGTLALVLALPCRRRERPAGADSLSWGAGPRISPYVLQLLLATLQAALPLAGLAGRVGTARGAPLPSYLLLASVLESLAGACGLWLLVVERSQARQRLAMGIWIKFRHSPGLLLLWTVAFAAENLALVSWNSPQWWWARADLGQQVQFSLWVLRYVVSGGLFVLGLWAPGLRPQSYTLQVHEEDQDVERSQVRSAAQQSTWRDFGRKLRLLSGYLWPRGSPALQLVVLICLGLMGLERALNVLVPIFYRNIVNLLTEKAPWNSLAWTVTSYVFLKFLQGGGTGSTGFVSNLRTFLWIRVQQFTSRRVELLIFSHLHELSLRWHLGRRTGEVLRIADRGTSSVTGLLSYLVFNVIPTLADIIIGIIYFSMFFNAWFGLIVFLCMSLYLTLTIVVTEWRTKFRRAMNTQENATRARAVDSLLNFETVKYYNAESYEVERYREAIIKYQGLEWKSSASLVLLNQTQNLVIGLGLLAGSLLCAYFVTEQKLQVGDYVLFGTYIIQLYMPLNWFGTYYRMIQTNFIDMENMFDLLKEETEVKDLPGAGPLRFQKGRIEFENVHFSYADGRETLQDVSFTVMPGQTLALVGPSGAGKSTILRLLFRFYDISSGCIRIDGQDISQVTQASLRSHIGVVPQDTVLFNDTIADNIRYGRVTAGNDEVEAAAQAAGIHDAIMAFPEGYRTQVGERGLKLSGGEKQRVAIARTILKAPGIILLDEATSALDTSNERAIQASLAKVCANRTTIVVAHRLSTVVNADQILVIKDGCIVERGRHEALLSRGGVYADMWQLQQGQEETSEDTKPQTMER
MC4R ag barr: MC4R agonists recruiting beta-arrestin, primary screen, cell-based, luminescence, agonist arm of biased-ligand search; actives 0.98% (n = 360,000); U2OS MC4R beta-arrestin complementation; percent of melanotan II response, DMSO zero; AID 540308, 2011; activation, % at 8.9 µM; Melanocortin receptor 4 (Homo sapiens), P32245;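 active means activation above a per-plate cutoff, the mean activation of sample wells on that plate plus 3 SD, cut at about 8% in these data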
N-glyco inh: increase of ERlucT glycosylation luciferase signal, primary screen, N-linked glycosylation inhibitor project, D54 ERlucT cells, luminescence, set 2; AID 588692, 2011; D54 ERlucT glycosylation luciferase reporter, 24 h; percent of 100 nM tunicamycin response; actives 0.23% (n = 360,000); reporter increase, % at 12.5 µM;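 active means mean luciferase reporter signal, scaled so untreated is 0 and the glycosylation-blocking control 100, at or above a set limit in every replicate; inconclusive means mean reaches the limit but not every replicate does; inactive means mean below the limit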;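 further: luciferase carries N-glycosylation sites so blocking glycosylation raises the light; 0% = median of neutral control wells and 100% = median of 100 nM tunicamycin wells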
HTR2A ag: mouse Htr2a agonists via beta-arrestin recruitment, primary screen, cell-based, luminescence; actives 0.66% (n = 360,000); CHO-K1 mHTR2A beta-arrestin complementation; percent of 30 µM serotonin response; activation, % at 7.6 µM; 5-hydroxytryptamine receptor 2A (Mus musculus), P35363; AID 624169, 2012;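 active means activation above a run cutoff, the mean activation of all tested compounds plus 3 SD, cut at about 14% in these data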;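 further: 0% = plate median of compound wells and 100% = 30 µM serotonin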
Active calls of the source: *; ? = inconclusive; / = no result given.

SMILES | H9c2 protect | MC4R antag cAMP | aDG glyco act | PDI inh | Vif imaging | CaV13 FRET inh | ABCB6 inh MLPCN | MC4R ag barr | N-glyco inh | HTR2A ag
CCOC(=O)c1c(NC(=O)CSc2nc3cc(Cl)ccc3c(=O)n2Cc2ccco2)sc(C(=O)N(C)C)c1C | 11 | 31* | -0.4 | 1 | -9 | 2 | 90 | 0.6 | -6 | 1
CC(=O)c1cccc(N(CC(=O)NC2CCCCC2)C(=O)CCC(=O)Nc2nc(C)cs2)c1 | -3 | 0 | 0.0 | -4 | 16 | -4 | 102 | 0.1 | -1 | 2
CC(C)C[C@@H]1CN(CCCC[C@H]2CNC(=O)C(=O)N2CCC2CCCCC2)C(=O)C(=O)N1Cc1ccccc1 | / | / | 0.2 | / | / | -3 | 93 | / | / | -4
CN(C)CCN1CCN(C2CN(Cc3ccc(F)cc3)S(=O)(=O)C2)CC1 (centres undefined) | 4 | / | 0.0 | / | / | -7 | 94 | / | -1 | 3
CC(C)(CNC(=O)c1cc(=O)[nH]c2ccccc12)N1CCOCC1 | 3 | 5 | -0.3 | -9 | 11 | / | 98 | -1.0 | 1 | -4
Cc1cccc(N(CC(=O)N2CCCC2)S(=O)(=O)c2ccccc2)c1 | 2 | 14 | 0.4 | 0 | -1 | -6 | 102 | -1.1 | -1 | -5
COc1ccccc1NC(=O)N1CCC(c2nnc(SCC(N)=O)n2C)CC1 | 8 | 1 | -0.2 | 12 | / | -3 | 94 | -1.7 | 1 | 2
CCc1noc(C)c1C(=O)NCCN1C(=O)S/C(=C\c2ccccc2F)C1=O | -25 | 2 | 0.5 | 4 | -6 | -14 | 106 | -1.5 | -2 | 2
Cc1ccc(N(C)S(=O)(=O)c2ccc(-c3cc(C)no3)s2)cc1 | -4 | -17 | -0.2 | 0 | 6 | -2 | 99 | -0.2 | 18 | 7
O=C(CN1C(=O)NC2(CCCc3ccccc32)C1=O)c1ccc(F)cc1 (centres undefined) | 2 | 3 | 0.1 | -6 | 4 | -5 | 98 | 0.1 | 0 | 7
CN1CCc2nc3sc(C(=O)C45CC6CC(CC(C6)C4)C5)c(N)c3cc2C1 | 7 | 0 | 0.2 | 3 | 2 | -3 | 109 | 12* | -1 | 4
O=[N+]([O-])c1ccc(Cl)c2c1C1C=CCC1C(c1ccccn1)N2 (centres undefined) | 10 | 4 | -0.7 | -5 | 1 | -11 | 95 | 0.6 | 1 | 3
COc1ccc(-c2noc(N3CCC(C(=O)Nc4ccc(OC)c(OC)c4)CC3)n2)cc1 | -9 | 7 | 0.0 | / | -3 | -3 | 102 | 13* | 4 | 10
Cc1cc(C)c2c3c(sc2n1)C(=O)N(C)CC(=O)N3 | -1 | 13 | -0.1 | -1 | 6 | -8 | 98 | -0.2 | 1 | 1
CSc1ccc(Cl)c(C(=O)OCC(=O)N2CCN(c3ccccc3)CC2)c1 | -2 | -7 | 0.5 | 3 | -1 | -5 | 97 | -2.5 | 0 | 8
CC(C)N(CC(N)=O)c1ncnc2sc(-c3ccccc3)cc12 | 0 | 10 | -0.1 | 14 | -18 | -5 | 90 | 1.3 | 0 | -4
CCCOC(=O)c1ccc(NS(=O)(=O)c2cccs2)cc1 | -12 | 5 | -0.1 | 0 | -7 | -4 | 98 | -1.2 | -2 | 1
CCOc1ccc2ccccc2c1/C=N/NC(=O)c1ccncc1 | 7 | -5 | -0.2 | -4 | -1 | -4 | 106 | -1.3 | 1 | 3
CC1CN(C2CCCCC2)C(=S)NC1=O (centres undefined) | -2 | -3 | 0.4 | 0 | 3 | -10 | 99 | -1.8 | 0 | 1
COc1cccc(OC)c1C(=O)NC(=O)Nc1c(C)cccc1C | 1 | 29* | 0.0 | 7 | -16 | -19 | 106 | -2.1 | -2 | 5
Cc1ncc([N+](=O)[O-])n1Cc1ccc(Cl)cc1 | -1 | 10 | 0.1 | 6 | -1 | 4 | 103 | -0.6 | 2 | 3
Fc1c(F)c(F)c(SCn2cc(Br)cn2)c(F)c1F | -6 | 7 | 0.0 | 0 | 5 | -3 | 97 | -3.0 | -1 | -6
CC(=O)Nc1ccc(S(=O)(=O)Nc2nc3ccccc3nc2Nc2cccc(O)c2)cc1 | 2 | 10 | 0.0 | -1 | -1 | -7 | 106 | -1.5 | 0 | 1
CC(=O)c1ccc(NC(=O)CSc2nccn2C)cc1 | 16 | 9 | 0.2 | 0 | 6 | -3 | 99 | -0.4 | 1 | 0
CSc1nc2ccc(NS(=O)(=O)c3ccc(Br)s3)cc2s1 | -10 | -2 | -0.1 | 12 | 12 | -4 | 92 | -0.7 | 2 | 0
O=C(Nc1ccnn1C1CCN(Cc2ccccc2OCCO)CC1)c1cccc(F)c1 | 0 | 12 | -0.5 | 1 | -6 | -7 | 88 | -2.7 | -1 | -5
COc1ccc(NC(=O)C[C@H]2C(=O)N(Cc3ccccc3)C[C@@H]2c2ccc(OC)cc2)cc1 | 0 | 8 | -0.2 | 8 | -16 | -3 | 93 | 0.8 | -1 | 0
COc1ccc(CNC(=O)C2COc3ccccc3O2)c(OC)c1 (centres undefined) | 5 | -7 | -0.1 | -5 | -8 | -9 | 101 | 1.8 | 0 | -2
CC(C)(CC(=O)O)CC(=O)N1CCN(c2nc3ccc(Cl)cc3s2)CC1 | -4 | 5 | 0.1 | -11 | 6 | / | 99 | -0.8 | 3 | 5
CCOc1ccccc1NC(=O)c1cc(-c2ccccn2)nc2ccccc12 | 40 | 0 | -0.3 | -61 | -1 | -6 | 95 | -2.1 | 2 | 1
Cc1ccc2c(c1)C1(SCCS1)C(=O)N2 | 6 | -6 | 0.0 | -6 | 5 | -9 | 95 | -1.9 | 1 | 1
Cc1cc(C)cc(OCCNC(=O)C2CCN(S(=O)(=O)c3ccccc3)CC2)c1 | 3 | 15 | 1.0 | 0 | -1 | -5 | 102 | -0.2 | -1 | -1
O=C1CCCN1c1ccc([N+](=O)[O-])cc1 | -1 | -5 | -0.2 | -13 | / | -10 | 101 | 1.2 | 0 | 3
Cc1ccc(Sc2ccc(NC(=O)CCl)cc2)cc1C | -26 | 14 | 0.5 | ? | 2 | -7 | 93 | 19* | -7 | 10
O=C(CCCC(=O)c1ccccc1)NCc1ccccc1 | 0 | 5 | 0.1 | -4 | 8 | -20 | 102 | -1.3 | 2 | 1
CC(=O)Nc1cccc(-c2nc3ccccc3s2)c1C | -3 | 5 | -0.1 | -2 | 4 | -5 | 109 | -1.6 | 6 | -1
COc1ccc(NC(=O)N2CCCC(C(=O)NCCc3ccccc3)C2)cc1 (centres undefined) | 2 | 1 | -0.1 | 12 | -1 | -3 | 101 | -1.3 | -2 | -7
CCOC(=O)CNC(=O)c1ccc2[nH]c3ccccc3c2c1 | -3 | -7 | 0.2 | -1 | 0 | -4 | 102 | -2.3 | 2 | -3
Cc1ccc(C)c(NC(=O)CN(C)C(=O)COc2cccc3c2OC(C)(C)C3)c1 | -4 | 3 | 0.1 | 15 | 5 | -6 | 85 | 1.4 | 3 | -2
CC(NCCCSc1ccccc1)C(O)c1ccc(O)cc1 (centres undefined) | 4 | -5 | 0.2 | -6 | 15 | -6 | 106 | -0.5 | 5 | -5
O=C(COc1ccccc1[N+](=O)[O-])N1CCCc2ccccc21 | -3 | 17 | -0.1 | 2 | -1 | -22 | 95 | -0.3 | -2 | -4
O=CNc1cc(-c2ccoc2)cn2c(-c3ccc(F)cc3)cnc12 | -2 | 7 | 0.0 | 2 | / | -5 | 99 | 4.2 | -1 | -6
Cc1nn(C)c(C)c1S(=O)(=O)N(CC(=O)NCc1cccs1)c1ccc(C(C)C)cc1 | 1 | 4 | -0.2 | 4 | 6 | -6 | 98 | 0.3 | -2 | -2
OC[C@@H]1CN(CCN2CCOCC2)C[C@H](n2cnc3c(NCc4ccc(F)cc4)ncnc32)O1 | 3 | 1 | -0.1 | -7 | 11 | -3 | 97 | -0.8 | 2 | 3
CC(=O)N1N=C(C)CC1c1ccc(OCc2ccccc2)cc1 (centres undefined) | 1 | 1 | 0.5 | -6 | 3 | -2 | 103 | 0.0 | -1 | -4
Cc1cc(C)n2ncc(C(=O)Nc3ccc4c(c3)OCO4)c2n1 | 4 | 7 | 0.4 | 4 | -5 | -2 | 99 | -1.0 | -2 | -1
CC(Oc1cccc(Cl)c1)C(=O)Nc1cc(=O)n(C)c(=O)n1C (centres undefined) | 0 | 13 | 0.8 | 18 | 1 | -2 | 100 | -0.5 | -2 | 5
COC(=O)c1sccc1NC(=O)Nc1ccc(OC)c(OC)c1 | 0 | 13 | -0.2 | -7 | 1 | -8 | 101 | 0.9 | 4 | 9
O=C(Nc1ncc(S(=O)(=O)c2ccc([N+](=O)[O-])cc2)s1)c1cccc2ccccc12 | -15 | 12 | 0.3 | 0 | -5 | -3 | 100 | -3.8 | -1 | 1
COCCCNC(=O)c1ccc2c(c1)CCN2S(C)(=O)=O | -3 | -3 | -0.3 | -20 | -4 | -4 | 69* | 0.1 | 1 | -3
CNC(=O)CC1C(=O)N(C)C(=S)N1NC(=O)c1ccccc1 (centres undefined) | 4 | 11 | 0.0 | -3 | 0 | -6 | 94 | -1.1 | 0 | 3
COC(=O)c1ccccc1NC(=O)NC1CCCC1 | 5 | 20 | 0.0 | 3 | 8 | 2 | 100 | -2.9 | 2 | 6
CCOc1ccc2[nH]c(C)cc(=O)c2c1 | 0 | 2 | -0.1 | / | 1 | -4 | 91 | -1.1 | 1 | 5
O=C(CN1CCOCC1)Nc1ccc(Oc2ccc(NC(=O)CN3CCOCC3)cc2)cc1 | 6 | 2 | -0.1 | -8 | 6 | -10 | 104 | -2.5 | 2 | -4
C=CCn1c(COc2ccc(OC)cc2)nnc1SC(C)C(=O)NC1CC1 (centres undefined) | -2 | -2 | 0.5 | -2 | 16 | -6 | 93 | 0.8 | -2 | -2
